High-throughput results (PubChem BioAssay)
All columns: NCI-60 one-dose screen, growth in % after 48 h at 10 µM unless noted; 100 = growth as untreated, 0 = no growth, -100 = all killed.
SNB-19 – SNB-19 CNS cancer cells | 2.5% of 81,000 active
HT29 – HT29 colon cancer; 7.4% of 81,000 active; AID 1794748
HCT-15 – HCT-15 colon cancer | 5.2% of 82,000 active | AID 1794746
SF-268 – SF-268 CNS cancer cells; 3.1% of 82,000 active
KM12 – KM12 colon cancer cells. 5% of 82,000 active. AID 1794800
SNB-75 – SNB-75 CNS cancer. 5% of 79,000 active. AID 1794750
SW-620 – SW-620 colon cancer; 5.2% of 82,000 active
HCT-116 – HCT-116 colon cancer; 7.3% of 82,000 active; AID 1794798
HCC-2998 – HCC-2998 colon cancer; 4.7% of 79,000 active; AID 1794799
An asterisk follows results filed as active; · = no result given; & = joins results of further samples. Rule for the calls: active = growth percent below 10; inactive = the rest.

Molecule | SNB-19 | HT29 | HCT-15 | SF-268 | KM12 | SNB-75 | SW-620 | HCT-116 | HCC-2998
CC/C(=C(\c1ccc(OCCN2CCCCCCC2)cc1)c1ccc(OC(=O)C2CCCCC2)cc1)c1ccc(Cl)cc1 | 110 | 87 | 94 | 95 | 97 | 100 | 95 | 87 | 109
O=C(O)CCC(=O)c1ccc(Oc2ccc(Cl)cc2)cc1 | 99 | 100 | 95 | 105 | 107 | 102 | 111 | 104 | 98
CN(C)c1ccc(/C=C(\C#N)c2cc3ccccc3n2C)cc1 | 31 | 10 | 21 | 48 | 18 | 21 | 21 | 11 | 20
Cc1c(C(=O)NN)sc2ncc(-c3ccc(Br)cc3)n12 | 106 | 103 | 98 | 112 | 104 | 104 | 110 | 110 | 111
CC(=O)OC[C@@]1(C)[C@H]2CCC3(CO3)[C@@H](C/C=C3/C(=O)OC[C@H]3OC(C)=O)[C@]2(C)CC[C@H]1OC(C)=O (stereo partly drawn) | 106 | 57 | 59 | 98 | 95 | 81 | 50 | 57 | 120
CCOC(=O)c1ccc(N2NC(=O)/C(=C/c3ccc([N+](=O)[O-])o3)C2=O)cc1 | 115 | 114 | 97 | 100 | 106 | 100 | 106 | 82 | 103
Cc1ccc2nc(-[n+]3cc4ccccc4cc3C)ccc2c1 | 27 | 15 | 104 | 40 | 32 | 34 | 56 | 26 | 42
Cc1c(Cl)cccc1NC(=O)CN1CCCCC1 | 105 | 94 | 107 | 105 | 111 | 86 | 85 | 97 | 94
Cc1nc2nc(SCC(=O)O)[nH]c2c(=O)[nH]1 | 92 | 97 | 103 | 108 | 105 | 110 | 98 | 104 | 101
Nc1nn2c(-c3cc4ccccc4oc3=O)ccnc2c1N=Nc1ccc(F)cc1 | 78 | 123 | 115 | 103 | 113 | 127 | 115 | 88 | 121
CCCCCCCCCOC(=O)CCCCC(=O)OCCCCCCCCC | · | 118 | 108 | 97 | 103 | 93 | 101 | 107 | 99
Cc1nn(-c2ccccc2)c(N(C)Cc2ccccc2)c1C1CC(c2ccc(F)cc2)=NN1C=O (stereo not drawn) | 72 | 59 | 90 | 85 | 92 | 88 | 84 | 76 | 94
CCCCCCC#CC(=O)O | 99 | 98 | 100 | 99 | 105 | 78 | 105 | 99 | 111
Clc1ccc2c(c1)sc1nc(-c3c[nH]c4ccccc34)c(Nc3ccc(Br)cc3)n12 | 90 | 101 | 87 | 88 | 85 | 74 | 81 | 95 | 95
O=c1c(Br)ccc(Br)cc1Br | 87 | -42* | -33* | 14 | -47* | · | -47* | -88* | ·
COC(=O)NNc1ccc([N+](=O)[O-])cc1 | 101 | 86 | 100 | 93 | 101 | 84 | 96 | 100 | 108
CNC(=O)c1cc(Oc2ccc(NC(=O)c3nc(S(C)(=O)=O)sc3-c3ccc(F)cc3)cc2)ccn1 | 84 | 4.8* | 86 | 99 | 25 | 113 | 104 | 85 | 80
Cc1nn(-c2ccccc2)c2nc3nc4c(c(N)c3c(-c3ccc(Cl)cc3)c12)CCCC4 | 108 | 91 | 93 | 105 | 105 | 101 | 80 | 80 | 113
COc1cc(/C=C2\C(=O)Nc3cc(Cl)ccc32)ccc1OCc1ccc(Cl)cc1 | 105 | 106 | 93 | 106 | 96 | 103 | 97 | 95 | 119
COc1cc(N=Nc2ccc(C(=O)N(C)C)cc2)c(C)cc1N | 91 | 109 | 104 | 89 | 103 | 96 | 105 | 97 | ·
N=S(=O)(c1ccccc1)c1ccc([N+](=O)[O-])c(OC(=O)c2ccc(Cl)cc2)c1 (stereo not drawn) | 99 | 53 | 50 | 80 | 76 | 42 | 102 | 68 | 88
CC(C)c1cc(NC(=O)Cc2ccc(F)c(Cl)c2)n(Cc2ccccc2)n1 | 97 | 101 | 98 | 101 | 108 | 67 | 97 | 99 | 103
CC(=O)Nc1c(C)cc(C)c(N(C)C(C)=O)c1C | 103 | 104 | 104 | 110 | 111 | 103 | 104 | 100 | 103
CC(C)(C)c1cc(-n2c(-c3cc4ccccc4[nH]c3=O)nc3cc(C(=O)N4CCOCC4)ccc32)n[nH]1 | 95 | 101 | 98 | 104 | 106 | 82 | 108 | 103 | 118
CC(C)(C)c1ccc2oc(=O)n(SC(Cl)(Cl)Cl)c2c1 | 112 | 90 | 99 | 98 | 95 | 98 | 77 | 103 | 96
CCN(CC)CCCNc1nccc2ccc(OC)cc12 | 108 | 94 | 104 | 105 | 103 | 93 | 104 | 98 | 100
NC(=S)SCCC(=O)O | 105 | 107 | 112 | 109 | 109 | 76 | 102 | 105 | 94
COc1ccc2oc3c(C)c4c(c(C)c3c2c1)C(=O)N(O)C4=O | 92 | 88 | 98 | 84 | 92 | 89 | 102 | 101 | 90
COC1=CC(c2ccc[nH]2)=N/C1=C\c1[nH]c(C)c(CCCn2cc(CCC[C@@H]3Cc4cc(O)ccc4C4CC[C@]5(C)[C@@H](O)CC[C@H]5C43)nn2)c1C (stereo partly drawn) | · | 32 | 69 | 98 | 63 | 101 | 86 | 82 | 83
CCNC(=O)N1CCc2cc(OC)c(OCCc3ccc(OC)cc3)cc2C1c1ccc(Cl)cc1C (stereo not drawn) | 26 | 2.4* | 9.7* | 27 | 17 | 38 | 21 | 9.8* | 17

Some values from the results shown.
`COC(=O)NNc1ccc([N+](=O)[O-])cc1` in HCC-2998 has 108
`COc1ccc2oc3c(C)c4c(c(C)c3c2c1)C(=O)N(O)C4=O` in HCT-15 has 98
`CC/C(=C(\c1ccc(OCCN2CCCCCCC2)cc1)c1ccc(OC(=O)C2CCCCC2)cc1)c1ccc(Cl)cc1` in SF-268 has 95

Shown as labelled records: entries from further up
COc1cc(N=Nc2ccc(C(=O)N(C)C)cc2)c(C)cc1N
  SNB-19 = 91
  HT29 = 109
  HCT-15 = 104
  SF-268 = 89
  KM12 = 103
  SNB-75 = 96
  SW-620 = 105
  HCT-116 = 97
  HCC-2998 = ·
CNC(=O)c1cc(Oc2ccc(NC(=O)c3nc(S(C)(=O)=O)sc3-c3ccc(F)cc3)cc2)ccn1
  SNB-19 = 84
  HT29 = 4.8*
  HCT-15 = 86
  SF-268 = 99
  KM12 = 25
  SNB-75 = 113
  SW-620 = 104
  HCT-116 = 85
  HCC-2998 = 80
Cc1nc2nc(SCC(=O)O)[nH]c2c(=O)[nH]1
  SNB-19 = 92
  HT29 = 97
  HCT-15 = 103
  SF-268 = 108
  KM12 = 105
  SNB-75 = 110
  SW-620 = 98
  HCT-116 = 104
  HCC-2998 = 101
Cc1nn(-c2ccccc2)c(N(C)Cc2ccccc2)c1C1CC(c2ccc(F)cc2)=NN1C=O (stereo not drawn)
  SNB-19 = 72
  HT29 = 59
  HCT-15 = 90
  SF-268 = 85
  KM12 = 92
  SNB-75 = 88
  SW-620 = 84
  HCT-116 = 76
  HCC-2998 = 94

More records:
Molecule | SNB-19 | HT29 | HCT-15 | SF-268 | KM12 | SNB-75 | SW-620 | HCT-116 | HCC-2998
CCC(=O)OC1=C(C)SC2=NC(c3ccc(N)cc3)=CC(c3ccc(OC)cc3)N21 (stereo not drawn) | 99 | 78 | 95 | 105 | 86 | 88 | 97 | 77 | 106
O=C(Cc1ccccc1)Cc1ccccc1 | 101 | 108 | 103 | 103 | 103 | 100 | 101 | 98 | 114
CC(C)(C)CC(C)(C)Nc1c(-c2c(O)c3ccccc3oc2=O)nc2c(Cl)cc(C(F)(F)F)cn12 | 101 | 105 | 107 | 107 | 103 | 86 | 102 | 70 | 107
O=C(O)COC(=S)SCC(=O)O | 100 | 113 | 102 | 111 | · | 84 | 106 | 103 | 115
CC(C)C(=O)Nc1cccc(-c2ccc(C#N)n2C)c1 | 102 | 104 | 111 | 102 | 101 | 91 | 103 | 96 | 104
N#CCCOCC1CCCO1 (stereo not drawn) | 108&106 | 103&95 | 101&105 | 94&98 | 103&100 | 91&89 | 106&101 | 102&99 | 106&103
O=C(O)C(=O)c1ccc(-c2ccccc2)cc1 | 87 | 106 | 110 | 101 | 106 | 95 | 110 | 98 | 103
C=C1CCC2C3(C)COC(c4ccccc4Br)OC3CCC2(C)C1C/C=C1/C(=O)OCC1OC(C)=O (stereo not drawn) | 102 | -46* | -36* | -13* | -57* | -25* | -73* | -91* | 55
Nc1ccc(-c2ccc(S(=O)(=O)O)cc2)cc1 | 115 | 96 | 102 | 107 | 109 | 109 | 113 | 93 | 97
O=C1OC2CC1CCC2Br (stereo not drawn) | 120 | 109 | 103 | 112 | 103 | 96 | 105 | 109 | 97
CC(=O)[C@@H]1CC[C@]2(CN)CC[C@]3(C)[C@H](CC[C@@H]4[C@@]5(C)CCCNC(C)(C)[C@@H]5CC[C@]43C)[C@@H]12 | 100 | 28 | 83 | 91 | 92 | 93 | 96 | 73 | 102
Oc1ccc(/C=N/c2n[nH]c(-c3cccc(Cl)c3)n2)cc1 | 108 | 85 | 104 | 101 | 98 | 88 | 96 | 105 | 112
NC(=O)c1n[nH]n2c1nc(=O)c1sc3c(c12)CCCC3 | 105 | 108 | 102 | 100 | 97 | 90 | 97 | 97 | 107
COc1ccc(-c2nc3cc(NC(=O)[C@H](N)Cc4ccccc4)ccc3o2)cc1 | 90 | 81 | 77 | 81 | 86 | 62 | 95 | 73 | 88
CCCCCn1sc(=O)n(Cc2ccc(CNC(=O)c3ccccc3OC(C)=O)cc2)c1=O | 106 | 106 | 103 | 95 | 102 | 93 | 93 | 95 | 109
Fc1ccc2c(CN3CCO[C@H](COc4cccc(Cl)c4)C3)c[nH]c2c1 | 57 | 47 | 59 | 81 | 39 | 59 | 60 | 29 | 97
Cc1cc(N)on1 | 104 | 108 | 101 | 105 | 106 | 96 | 102 | 109 | 97
CNC(=O)c1cc(Oc2ccc3nc(NC(=O)Nc4cc(C(F)(F)F)cc(C(F)(F)F)c4)sc3c2)ccn1 | 2.4* | -71* | -4.7* | -26* | -15* | -71* | -36* | -56* | 5.7*
O=c1oc2ccc(Br)cc2c(=O)n1-c1ccc(I)cc1F | 18 | 40 | 1.6* | 6.2* | -18* | -21* | 10 | 0.1* | 18
Cc1ccc(CSc2ncnc3nc[nH]c23)c2ccccc12 | 93 | 98 | 101 | 107 | 99 | 101 | 109 | 88 | 99
CCOC(=O)C(CC)c1cc2n(c(=O)c1C#N)CCC21OCCO1 (stereo not drawn) | 98 | 105 | 97 | 101 | 101 | 110 | 105 | 98 | 102
CCCCCC(=O)NCC(=O)OC | 104 | 104 | 101 | 101 | 103 | 104 | 111 | 108 | 109
COc1cc2cc(Oc3ccc(NC(=O)Nc4ccccc4)cc3)c(C)nc2cc1OC | 95 | 49 | 64 | 88 | 70 | 76 | 105 | 43 | 105
Cc1cc(N=Nc2nccs2)c(O)cc1O | 63 | 40 | 33 | 53 | 44 | 73 | 60 | 42 | 51
Cc1c(C(N)=O)sc2c1C(=O)N(Cc1ccccc1)C1=NN=C(c3ccc(Cl)cc3)CN12 | 53 | 35 | 23 | 39 | 43 | · | 58 | 19 | 41
Cc1nc2nc(C)[nH]c2c(=O)[nH]1 | 110 | 103 | 110 | 100 | 104 | 76 | 98 | 105 | 109
CCOC(=O)c1c(NC(=O)c2ccccc2)sc2c(CN(C)C)c(O)c(Br)cc12 | 81 | 34 | 104 | 99 | 101 | 52 | 93 | 85 | 110
COc1ccc(C(=O)COc2ccc(NC(=O)Nc3ccc(Cl)c(C(F)(F)F)c3)cc2)cc1 | 22 | 21 | 8.6* | 38 | 14 | 33 | 55 | 26 | 1.0*
O=C1OCC/C1=C\NCCCCCCCCN/C=C1\CCOC1=O | 104 | 106 | 105 | 71 | 109 | 61 | 106 | 99 | 106
Cc1ccc(C(=O)c2sc(S)c(-c3nc4ccccc4s3)c2N)cc1 | 99 | 106 | 106 | 98 | 101 | 66 | 101 | 105 | 112

The listing continues:
Fields: SNB-19, HT29, HCT-15, SF-268, KM12, SNB-75, SW-620, HCT-116, HCC-2998
CC(C)COC(=O)NC(C)(C)C
    111, 93, 98, 109, 113, 87, 99, 105, 97
COc1ccc(C(=O)/C=C/c2ccc(C)s2)cc1
    99, 96, 98, 100, 99, 103, 105, 89, 101
COc1ccc(OC)c(-c2nc3cc4nc5ccccc5[nH]c4cc3n2)c1
    107, 109, 95, 96, 101, 94, 103, 78, 99
O=[N+]([O-])c1ccc(-c2cccnc2)cc1
    91, 94, 96, 103, 106, 90, 106, 100, 113
O=C(C[n+]1ccc(/C=C/c2ccncc2)cc1)c1ccc(O)c(O)c1
    98, 87, 39, 94, 105, 100, 55, 68, 97
O=S(=O)(NCCNc1nccc(-c2c(-c3ccc(F)c(O)c3)nc3sccn23)n1)c1ccc(F)cc1
    59, 17, 30, 37, 26, 64, 30, 6.5*, 42
CN1c2ccccc2C(=O)N(NC(=O)Nc2ccc(F)cc2)C1c1ccc([N+](=O)[O-])cc1 (stereo not drawn)
    89, 108, 89, 103, 98, 135, 125, 78, 119
COc1ccc2c(c1)c(-c1nc(-c3c[nH]c4c(Cl)nccc34)cs1)cn2C(=O)OC(C)(C)C
    99, 56, 30, 89, 59, 80, 89, 56, 109
CC(/C=N\NC(=O)C[N+](C)(C)C)=N/NC(=O)C[N+](C)(C)C
    103, 101, 95, 112, 116, 70, 99, 108, 105
N#Cc1cnc2c(C#N)c(Nc3ccccc3)nn2c1-c1ccccc1
    99, 97, 94, 104, 100, 87, 99, 99, 106
